# Bioassay records as filed in PubChem.
# BRCA1 expr up: qHTS Assay to Identify Small Molecule Activators of BRCA1 Expression | actives 1.1% (n = 380,000) | MCF7-BRCA1-FFLuc reporter, luminescence, 48 h; response scale: scaled: vehicle 0%, 10 µM genistein 100% | AID 624202, 2012 | Potency, µM (top dose mostly 46.1 µM), without a hit: at the highest dose activation, most hits filed as activators; note: potency is the fitted concentration of half-maximal effect; nearly all actives have a fitted effect of over 80% in size; some results filed as inactive show a strong effect at the top dose
#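 Luminescence from a BRCA1-driven firefly luciferase in MCF7 cells was read after 48 h compound exposure at 37 C. Data normalized against DMSO and a 10microM genistein activation control, then curve-fitted across the titration.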
# B2AR arrestin: qHTS assay of beta-arrestin-biased ligands of beta2-adrenergic receptor; Beta-2 adrenergic receptor (Homo sapiens), P07550; Potency, µM (top dose mostly 46.1 µM), for inactives: top-dose activation, usual class: activators; beta-arrestin recruitment to beta2AR, cell-based reporter; AID 492947, 2010; actives 0.02% (n = 330,000);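 note: potency is the fitted concentration of half-maximal effect; 0% = DMSO controls and full agonism = EC100 isoproterenol or metaproterenol; nearly all actives have a fitted effect of over 65% in size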
# TRPV1 agonist: HTS Assay for Compounds that Act as Agonists of the Vanilloid Receptor 1; actives 0.19% (n = 320,000); activation, % at 8.33 µM; TRPV1-expressing cells, Fluo-8 calcium influx, agonist mode; Transient receptor potential cation channel subfamily V member 1 (Homo sapiens), Q8NER1; in the data active = activation above about 80%; inconclusive = between about 30% and that limit; note: 0% is about no effect
# Target sequence (Q8NER1 whole entry, looked up): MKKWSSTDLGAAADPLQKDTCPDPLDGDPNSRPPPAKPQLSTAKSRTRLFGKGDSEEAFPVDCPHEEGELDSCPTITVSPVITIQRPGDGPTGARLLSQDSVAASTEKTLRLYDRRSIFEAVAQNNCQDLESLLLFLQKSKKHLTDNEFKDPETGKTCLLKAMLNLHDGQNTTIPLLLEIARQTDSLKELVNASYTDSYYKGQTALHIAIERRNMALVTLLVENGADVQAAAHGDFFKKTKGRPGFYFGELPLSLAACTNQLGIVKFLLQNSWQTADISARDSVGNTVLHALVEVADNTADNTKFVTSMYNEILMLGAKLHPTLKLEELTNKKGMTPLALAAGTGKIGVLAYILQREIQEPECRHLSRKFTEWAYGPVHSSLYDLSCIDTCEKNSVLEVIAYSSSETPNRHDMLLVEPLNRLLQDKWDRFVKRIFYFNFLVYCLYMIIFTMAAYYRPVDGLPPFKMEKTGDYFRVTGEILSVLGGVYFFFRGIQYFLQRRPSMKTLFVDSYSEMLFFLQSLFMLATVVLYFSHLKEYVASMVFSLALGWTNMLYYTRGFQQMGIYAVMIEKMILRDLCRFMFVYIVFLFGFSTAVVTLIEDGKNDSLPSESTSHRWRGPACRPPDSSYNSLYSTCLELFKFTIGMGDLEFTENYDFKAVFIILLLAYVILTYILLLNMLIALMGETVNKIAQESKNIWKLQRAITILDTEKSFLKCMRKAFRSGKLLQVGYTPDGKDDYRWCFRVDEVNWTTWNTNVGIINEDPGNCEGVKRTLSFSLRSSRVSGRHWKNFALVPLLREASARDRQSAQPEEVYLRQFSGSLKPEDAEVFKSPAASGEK
#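 Cells expressing TRPV1 were dye-loaded with Fluo-8 and read kinetically: 10 s baseline, 3 min after compound (agonist portion), then 2 min after EC20 capsaicin (allosteric enhancer portion). Calcium-bound dye fluorescence at 480/520 nm.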
# a7 integrin act: qHTS for Activators of Integrin-Mediated Alleviation for Muscular Dystrophy | alpha7betagal myoblasts, beta-gal FDG fluorescence, 48 h | Potency, µM (series often up to 38.3 µM), inactives show at the highest dose activation, usual class: activators | actives 0.064% (n = 350,000) | AID 624291, 2012;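 note: potency is the fitted concentration of half-maximal effect; 100% = response of the positive control SU9516; nearly all actives have a fitted effect of over 60% in size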
#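 Alpha7betagal+/- myoblasts (passage 13) were plated 16-24 hr, then exposed to compounds (1:260 dilution of DMSO stock) for 48 hours at 37C. After MPER lysis, β-galactosidase reporter activity was read as FDG fluorescence (ex 480/em 540) after 30 minutes.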
# TCR activator: Activators of T cell receptors: qHTS campaign; Potency, µM (highest dose often 9.22 µM), for inactives: at the top dose activation of IL-2 secretion, actives largely listed as activators; AID 504894, 2011; primary human leukocytes, anti-CD3, IL-2 HTRF, 48 h; 330,000 tested, under 10 active; note: % of control where 0% means no effect
#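 Compounds are tested in HTS on primary human leukocytes co-incubated with a-CD3 beads for 48 hr. IL-2 output is measured by time-resolved FRET.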
# MLL CXXC-DNA inh: qHTS Fluorescence Polarization Assay for Inhibitors of MLL CXXC domain - DNA interaction | MLL-CXXC / FITC-HOXA9 DNA fluorescence polarization | actives 0.037% (n = 290,000) | Histone-lysine N-methyltransferase 2A (Homo sapiens), Q03164 | Potency, µM (titrated, usually from 115 µM), without a hit: at the highest dose activity change, negative = inhibition, usual class: inhibitors | AID 2662, 2010; active = well fitted inhibition curve with a large enough effect in the polarisation, with a control signal flat, not every such curve was filed as active; inconclusive = small, poorly fitted or top-dose-only effect, or effect the other way, or a change in a side signal; inactive = no such curve, though single readings can be large or run the other way; the % refers to the polarisation; note: potency is the fitted concentration of half-maximal effect
#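 Purified MLL-CXXC (added from a 7 uM solution) was preincubated 5 min at ambient with pinned compounds in 50 mM Tris-HCl pH 7.5, 50 mM NaCl, 1 mM DTT, 0.05% BSA. Fluorescein-labeled HOX-A9 DNA (50 nM solution) followed, 30 min, then polarization read.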
# TSG101-PTAP inh: qHTS Assay for Iinhibitors of HIV-1 Budding by Blocking the Interaction of PTAP/TSG101; Tumor susceptibility gene 101 protein (Homo sapiens), Q99816; Fluorescence polarization, FITC-PTAP peptide / Tsg101 binding; Potency, µM (series often up to 115 µM), without a hit: at the highest dose activity change, negative = inhibition, usual class: inhibitors; 340,000 tested, under 10 active; active = well fitted inhibition curve with a large enough effect in the main read-out, with a control signal flat, not every such curve was filed as active; inconclusive = small, poorly fitted or top-dose-only effect, or effect the other way, or a change in a side signal; inactive = no such curve, though single readings can be large or run the other way; note: potency is the fitted concentration of half-maximal effect; % of control where 0% means no effect
#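 Compounds were pin-transferred onto Tsg101 binding domain (10 uM final) in HEPES pH 7.5 buffer, then FITC-PTAP peptide was added at 50 nM final. After 20 min at RT, polarization reported peptide displacement across a qHTS concentration series.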
# ELG1 DNA repair: qHTS screen for small molecules that inhibit ELG1-dependent DNA repair in human embryonic kidney (HEK293T) cells expressing luciferase-tagged ELG1; Potency, µM (titrated, usually from 46.1 µM), inactives show top-dose activity change, negative = inhibition, most hits filed as inhibitors; actives 2.3% (n = 330,000); AID 504467, 2011; HEK293T ELG1-luciferase reporter, luminescence, 16 h; DNA damage induced by 5-fluorouridine; note: potency is the fitted concentration of half-maximal effect; % is set by controls: 0 for no effect and ±100 for the full control effect; nearly all actives have a fitted effect of over 55% in size
#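 Overnight (16 hr) co-exposure of 2,000 cells/well to 5-fluorouridine and compound at 37 °C preceded detection. Luciferase was quantified via ONE-Glo luminescence; loss of signal denotes inhibition.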
# p53 reactivation: qHTS assay for re-activators of p53 using a Luc reporter; Potency, µM (doses to about 92.2 µM), for the others: at the top dose activity change, positive = activation, usual class: activators; H1299 p53-A138V BP100-luciferase reporter, luminescence, 24 h; actives 0.063% (n = 320,000); note: potency is the fitted concentration of half-maximal effect; % of control where 0% means no effect; nearly all actives have a fitted effect of over 45% in size
#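 H1299 (p53-null), stable ts p53-A138V + BP100-Luc; 1000 cells/well, Opti-MEM/10% FBS; cpd 4 pt, 1:5; 24 h, 37 deg C, 5% CO2; detection reagent 10 min RT; luminescence.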
# A-T KAP1 phos: qHTS Assay for Identifying a Potential Treatment of Ataxia-Telangiectasia. […] A-T fibroblasts, KAP-1 phosphorylation AlphaLISA; neocarzinostatin DNA damage 30 min before lysis. Potency, µM (highest dose often 57.5 µM), for the others: at the top dose activation, usual class: activators. actives 0.19% (n = 320,000). AID 485349, 2010; note: potency is the fitted concentration of half-maximal effect; % of control where 0% means no effect; nearly all actives have a fitted effect of over 45% in size
#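 ATM-like activity read as KAP-1 phosphorylation via AlphaLISA donor/acceptor antibody pairs after lysis and 6 hr at 25C. Cells were ATM-null patient fibroblasts ([…], hTERT), dosed 60 min, then exposed to the DSB inducer NCS for 30 min.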
# Numbers without * were called inactive; ? = inconclusive; · = no result given; [ ] = dose if it differs, or a comment. Unless noted, calls come from the whole dose curve; as a rule, active = well fitted curve in the direction sought with a large enough effect; inconclusive = small, poorly fitted or top-dose-only effect, or another doubt; inactive = no such curve, though single readings can be large; an effect the other way counts as inactive or inconclusive.
# Fields: BRCA1 expr up, TRPV1 agonist, ELG1 DNA repair, MLL CXXC-DNA inh, a7 integrin act, TCR activator, p53 reactivation, TSG101-PTAP inh, B2AR arrestin, A-T KAP1 phos
C#CCOCCOCCOCCNc1nc(N2CCN(C(=O)[C@H]([C@@H](C)CC)n3cc([C@@H](N)CO)nn3)CC2)nc(N2CCN(C(=O)[C@H](Cc3ccc(O)cc3)n3cc([C@@H](N)C(C)CC)nn3)CC2)n1 (stereo not given in full)
  3.3%, 5.7, ?, -20.1%, -2.9%, -2.1%, 2.3%, 1.0%, -0.3%, 9.6%
COc1ccc(C(CNC(=O)CSc2ccc(Br)cc2C)N2CCOCC2)cc1 (stereo not given)
  -25.1%, 12.6, -0.7%, ·, 19.0%, 0.3%, -6.2%, 0.9%, -0.4%, -7.6%
Cc1ccccc1C(=O)N=c1sccn1C
  ?, -1.6, ?, 6.2%, 11.6%, 26.5%, 9.8%, -0.2%, 0.1%, -3.8%
COc1cc(C(=O)N2CCN(c3ccccc3)CC2)c2ccccc2n1
  -58.8%, ·, ·, ·, -3.5%, -7.3%, ·, -4.1%, ·, ·
CC(=O)N(CN1C(=O)c2ccccc2C1=O)c1ccccc1
  1.1%, -0.8, 0.6%, 6.1%, 12.6%, -6.4%, 0.2%, -2.6%, 0.1%, -0.5%
COCCNC(=S)N(Cc1cc2cc(C)ccc2n2nnnc12)C1CCCC1
  -10.9%, 2.0, -7.6%, 3.5%, -13.3%, 0.8%, -0.3%, -7.9%, 0.0%, 0.4%
COc1ccc(CC(=O)Nc2ccc(-c3nnc(-c4ccccc4)o3)cc2)cc1
  31.2%, -5.2, ?, 49.8%[activator], 16.6%, -0.1%, 1.3%, -0.7%, -0.2%, 2.2%
CCOC(=O)C1=C(CS(=O)(=O)c2ccc(Cl)cc2)NC(=O)NC1c1ccc(O)c(OC)c1 (stereo not given)
  0.0%, 0.0, 1.2%, 26.9%, 0.0%, 2.2%, -5.8%, -2.0%, 0.0%, -1.9%
Cc1c(NC(=O)c2c(F)cccc2F)c(=O)n(-c2ccccc2)n1C
  -12.9%, -1.1, -1.5%, -4.1%, 5.5%, 2.9%, -0.6%, -3.6%, -0.1%, -4.0%
CCOC(=O)Cc1csc(-n2sc3ccccc3c2=O)n1
  21.2%, 10.8, ?, 6.5%, 6.6%, -0.9%, 14.9%, -8.3%, -0.7%, ·
COC(=O)c1ccccc1N=Nc1c(N)[nH][nH]c1=O
  -4.4%, -0.2, -6.2%, -3.5%, -6.1%, -2.7%, 1.3%, -9.9%, 0.3%, 2.5%
COc1cccc(OCC(=O)Nc2cc(NC(=O)COc3cccc(OC)c3)cc(C(=O)O)c2)c1
  0.0%, -2.7, -16.1%, -25.1%, ?, 1.1%, 4.2%, -1.6%, 0.1%, 10.2%
CC1CC(=O)N(c2ccc(NCc3ccc(Cl)cc3)c([N+](=O)[O-])c2)C1=O (stereo not given)
  -16.0%, 4.4, -0.2%, -5.0%, -7.0%, 1.7%[46.1 µM], 0.2%, -2.3%, -0.7%, -9.5%
O=C(CCNc1n[nH]c(=O)[nH]c1=O)N/N=C\c1ccc(Br)cc1
  2.2%, -0.3, 1.1%, 7.8%, -12.3%, 3.6%, 0.1%, -3.3%, -0.5%, -9.1%
Cn1c2ccc(Br)cc2c2nnc(SCC(=O)O)nc21
  -36.8%, 5.7, 14.5%, -8.0%, -19.6%, -6.3%, -1.1%, -5.9%, -0.7%, 6.5%
CCOC(=O)N1CCC(N(CCN(C)C)C(=S)Nc2ccc(Oc3ccccc3)cc2)CC1
  -76.0%, 1.3, 2.3%, 0.2%, 5.5%, 3.7%, 2.7%, -2.7%, 0.1%, 1.4%
Cn1cccc1C(=O)NC(=O)COC(=O)CNC(=O)CNC(=O)c1ccc(Cl)cc1Cl
  -6.7%, -0.5, 5.9%, 0.8%, -19.4%, 9.2%, -2.6%, -1.5%, -0.2%, -1.0%
CCCN1CC23C=CC(O2)C(C(=O)O)C3C1=O (stereo not given)
  0.0%, -2.2, 8.3%, 1.9%, 9.8%, -4.7%, 4.1%, -2.1%, -0.8%, 13.5%
COC(=O)c1c(NC(=O)C(=O)NCCCN2CCOCC2)sc2c1CC(C)(C)OC2
  0.9%, -2.7, 6.5%, -1.9%, 3.1%, 1.5%, -1.3%, -2.7%, -0.4%, -5.3%
Cc1ccnc(NS(=O)(=O)c2ccc(NC(=O)CCS(=O)(=O)c3ccccc3)cc2)n1
  27.6%, -1.1, 13.5%, 4.1%, 0.0%, 4.1%, 0.6%, -4.6%, -0.1%, 1.5%
CC(C)=NOC(=O)c1c(C)noc1-c1snnc1C
  -2.5%, 4.4, ?, 0.1%, 0.8%, -1.0%, 3.6%, -6.1%, 3.7%, 2.3%
O=C(O)c1cc(N2C(=O)C=CC2=O)cc(N2C(=O)C=CC2=O)c1
  -35.2%, ·, ·, ·, 21.3%, 1.1%, ·, -6.9%, ·, ·
COc1cc2c(cc1OC)C(c1ccc(N(C)C)cc1)CC(=O)N2 (stereo not given)
  0.5%, -3.4, -4.2%, 4.2%, 8.4%, 4.5%, -5.1%, 1.0%, -0.1%, -11.0%
Cc1ccc(C)c(Nc2nc(N)c3ccccc3n2)c1
  ?, 2.8, ?, -8.2%, -6.0%, -10.8%, -3.3%, -16.3%, 0.1%, 1.1%
Cc1ccc(S(=O)(=O)Nc2n[nH]nc2C(=O)NC2CCCCC2)cc1
  5.7%, -0.2, 7.2%, 3.9%, 15.5%, 3.7%, -3.8%, -2.2%, -0.3%, -0.2%
CCCS(=O)(=O)c1nc(S(=O)(=O)c2ccc(C)cc2)c(NCc2ccco2)s1
  -35.7%, 20.1, -7.6%, -1.3%, ?, -3.4%[46.1 µM], 3.4%, 0.7%, 0.0%, -4.5%
CN(C)C/C(Cl)=C(\Cl)c1ccccc1
  1.3%, -0.8, -1.6%, -1.1%, 0.1%, -3.6%, -4.1%, -3.2%, 0.0%, 4.0%
O=C(CN1CCN(S(=O)(=O)c2ccc(F)c(Cl)c2)CC1)N1CCc2ccccc2C1
  -12.9%, ·, ·, ·, -3.0%, 2.1%, ·, -2.7%, ·, ·
O=C(Nc1ccc(Cl)cc1F)C1CCCN(C2=NS(=O)(=O)c3ccccc32)C1 (stereo not given)
  -14.4%, 7.3, -9.8%, ·, -1.5%, -1.0%, -3.2%, -1.9%, -0.2%, 1.1%
CCc1ccccc1NC(=O)CN(C)C(=O)c1cc(C2CC2)nn1-c1ccccc1
  -17.9%, 0.0, -11.9%, ·, -11.9%, -4.1%, 4.1%, -4.3%, 0.5%, 10.0%
O=C1Nc2cc(C(=O)N3CCC(N4CCCCC4)CC3)ccc2S/C1=C\c1ccccc1
  -76.6%, 7.1, 16.5%, 5.1%, -37.2%, -4.4%, 2.4%, -3.5%, 0.0%, 6.5%
CC(C)(C)C(=O)Nc1nc2c(s1)COc1ccccc1-2
  38.3%, 23.9, -20.1%, -8.1%, -3.8%, -1.3%, 4.6%, -0.1%, -0.6%, 18.2%
Cc1ccc2nc(NCCCNC(=O)c3cnccn3)c(C#N)cc2c1
  -23.5%, -2.3, -6.1%, 5.0%, 11.4%, -0.9%, 0.5%, -10.5%, 0.0%, -1.6%
O=C(Cc1c(Cl)cccc1Cl)Nc1ccc(S(=O)(=O)Nc2ncccn2)cc1
  -32.7%, 2.1, 11.3%, -10.1%, -1.6%, 2.7%, 2.9%, -1.3%, -0.9%, 6.9%
CCn1c(O)c(C=NCc2ccccc2)sc1=S
  22.5%, 7.4, 2.6%, -6.8%, -23.5%, 7.8%, -0.5%, -5.7%, -0.5%, -13.2%
Cc1ccc(C(=O)NC(=S)Nc2ccc3[nH]c(=O)[nH]c3c2)cc1
  -61.4%, 16.2, 9.9%, -3.4%, 23.9%, 3.6%[46.1 µM], 3.1%, -5.2%, -0.4%, -2.4%
COc1ccc(NS(=O)(=O)c2cccs2)cc1S(=O)(=O)N1CCOCC1
  -3.5%, 1.2, -0.3%, -0.4%, -3.4%, 3.2%, -0.7%, -3.5%, -0.5%, 2.5%
